Bioassay records from PubChem BioAssay.
BAZ2B block: inhibitors of human BAZ2B bromodomain. 360,000 compounds, 4.4% hits. AlphaScreen BAZ2B-H3K14Ac peptide displacement. Potency, µM (doses to about 114 µM), without a hit: at the highest dose activity change, negative = inhibition, actives largely listed as inhibitors. Q9UIF8; also: % is scaled to controls: 0 for no effect and ±100 for the full control effect; nearly all actives have a fitted effect of over 60% in size
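AlphaScreen displacement: compounds (up to 110uM) incubated 30 min at room temperature with a preformed 50 nM BAZ2B/50 nM biotinylated H3K14Ac peptide complex in PBS pH 7.4 with Tween-20. Donor and acceptor beads at 10 ug/mL final added, 20 min light-protected before reading.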
POLH inh: DNA polymerase eta (human) inhibition | Q9Y253 | AID 588591 | recombinant Pol eta, fluorescent DNA replication assay | 390,000 compounds, 1.2% hits | Potency, µM (series often up to 114 µM), for the others: top-dose activity change, negative = inhibition, hits mostly inhibitors; also: % is scaled to controls: 0 for no effect and ±100 for the full control effect
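Pol eta at 10 nM preincubated with compounds 15 min at room temperature; reaction started with fluorescent substrate (50 nM final) and read kinetically at 0 and 10 min.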
G9a block: blocks human histone lysine methyltransferase G9a; Q96KQ7; G9a H3K9 monomethylation, AlphaScreen, 2 h; Potency, µM (series often up to 102 µM), for the others: top-dose activity, negative = inhibition, most hits filed as inhibitors; 350,000 compounds, 8.8% hits; also: % is scaled to controls: 0 for no effect and ±100 for the full control effect; nearly all actives have a fitted effect of over 75% in size
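Enzyme 20 nM + cpd, 15 min RT; add b-H3K9 pep 500 nM / SAM 20 uM; 2 h RT; anti-H3K9me1 Ab 0.5 ug/mL + SA donor / anti-rabbit acceptor beads 20 ug/mL each, 10 min; AlphaScreen read.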
APE1 inh: APE1 (human) endonuclease inhibition. recombinant APE1, TAMRA/BHQ-2 abasic DNA cleavage fluorescence. 350,000 compounds, 0.35% hits. Potency, µM (top dose mostly 65.8 µM), without a hit: at the top dose activity change, negative = inhibition, hits mostly inhibitors. P27695;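 also: plate controls were vehicle for no effect and reference inhibitor for full effect; nearly all actives have a fitted effect of over 55% in size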
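Quantitative HTS: incision of a TAMRA/BHQ-2 double-stranded substrate bearing a tetrahydrofuran abasic site by 0.75 nM APE1 raises fluorescence. Substrate 50 nM final, added after 15 min compound preincubation at room temperature; progress as third-minus-first kinetic read difference.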
POLI inh: DNA polymerase iota (human) inhibition; Pol iota fluorescent replication assay, 10 min; 390,000 compounds, 1% hits; Potency, µM (top dose mostly 115 µM), without a hit: at the top dose activity, negative = inhibition, usual class: inhibitors; AID 588590; Q9UNA4
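Fluorescent replication assay read twice, at 0 min and 10 min after adding 50 nM (final) substrate. Enzyme (10 nM) and compounds were first incubated 15 min at room temperature; enzyme-free buffer wells were negative controls.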
POLK inh: DNA polymerase kappa (human) inhibition | Q9UBT6 | purified Pol kappa, fluorescent DNA synthesis assay, 10 min | Potency, µM (titrated, usually from 107 µM), for inactives: at the top dose activity, negative = inhibition, actives largely listed as inhibitors | 400,000 compounds, 0.53% hits; also: % is scaled to controls: 0 for no effect and ±100 for the full control effect
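Here, compound and 10 nM enzyme are combined for 15 min at room temperature; adding 50 nM substrate (final) starts DNA synthesis, tracked by fluorescence at 0 and 10 min against buffer-only wells.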
BLM helicase inh: inhibitors of human Bloom syndrome helicase BLM; AID 2528; Potency, µM (doses to about 56.1 µM), inactives show at the highest dose activity change, negative = inhibition, usual class: inhibitors; recombinant BLM DNA unwinding, fluorescence dequenching; 350,000 compounds, 0.2% hits; P54132;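 also: plate controls were vehicle for no effect and no enzyme for full effect; nearly all actives have a fitted effect of over 35% in size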
Pol beta inh: DNA polymerase beta (human) inhibition; Pol beta primer extension/strand displacement, fluorescence kinetic; P06746; 340,000 compounds, 1.3% hits; Potency, µM (series often up to 114 µM), without a hit: at the highest dose activity change, negative = inhibition, actives largely listed as inhibitors; also: % is scaled to controls: 0 for no effect and ±100 for the full control effect
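Human Pol beta at 10 nM; strand-displacement substrate 50 nM final. Compound exposure 15 min at room temperature before start, reaction 10 min at room temperature.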
JMJD2A Tudor: blocks the human JMJD2A Tudor domain. O75164. AlphaScreen JMJD2A-Tudor / H3K4me3 peptide binding. Potency, µM (series often up to 114 µM), inactives show at the highest dose activity change, negative = inhibition, most hits filed as inhibitors. 390,000 compounds, 4.4% hits. AID 504339; also: % is scaled to controls: 0 for no effect and ±100 for the full control effect; nearly all actives have a fitted effect of over 50% in size
Target sequence (O75164 whole entry, looked up, the tested form may be a part): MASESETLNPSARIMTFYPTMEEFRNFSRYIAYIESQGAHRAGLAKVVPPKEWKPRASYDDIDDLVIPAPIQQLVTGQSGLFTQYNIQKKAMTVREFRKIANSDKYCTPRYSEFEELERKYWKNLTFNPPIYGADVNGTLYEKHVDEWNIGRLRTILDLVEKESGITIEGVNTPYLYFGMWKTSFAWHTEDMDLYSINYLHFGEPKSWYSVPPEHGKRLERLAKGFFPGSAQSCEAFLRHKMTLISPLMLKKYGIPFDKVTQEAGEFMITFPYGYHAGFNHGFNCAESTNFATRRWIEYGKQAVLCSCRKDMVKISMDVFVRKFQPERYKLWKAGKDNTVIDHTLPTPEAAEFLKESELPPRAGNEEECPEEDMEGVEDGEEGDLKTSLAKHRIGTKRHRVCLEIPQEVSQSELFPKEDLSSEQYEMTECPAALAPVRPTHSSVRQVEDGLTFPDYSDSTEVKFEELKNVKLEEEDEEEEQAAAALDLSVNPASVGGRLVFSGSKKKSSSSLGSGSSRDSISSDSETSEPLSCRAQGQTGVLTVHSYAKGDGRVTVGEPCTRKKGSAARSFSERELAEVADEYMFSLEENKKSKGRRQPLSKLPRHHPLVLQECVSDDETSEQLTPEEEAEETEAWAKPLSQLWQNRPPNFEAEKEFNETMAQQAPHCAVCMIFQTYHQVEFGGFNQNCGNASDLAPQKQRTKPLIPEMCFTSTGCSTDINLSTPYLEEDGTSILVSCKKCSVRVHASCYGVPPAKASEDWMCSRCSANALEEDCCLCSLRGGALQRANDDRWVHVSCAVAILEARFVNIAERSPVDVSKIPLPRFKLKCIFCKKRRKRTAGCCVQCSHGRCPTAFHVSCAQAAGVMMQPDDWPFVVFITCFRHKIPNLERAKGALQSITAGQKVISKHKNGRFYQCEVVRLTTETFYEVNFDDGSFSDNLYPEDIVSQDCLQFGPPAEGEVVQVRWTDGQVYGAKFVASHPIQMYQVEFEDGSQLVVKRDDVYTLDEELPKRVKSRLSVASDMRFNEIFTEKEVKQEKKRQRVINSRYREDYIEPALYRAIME
Active calls of the source: *; ? = inconclusive; . = not tested or not shown; [ ] = remark or other dose. Calls follow the shape of the dose curve; as a rule, active = well fitted curve in the direction sought with a large enough effect; inconclusive = small, poorly fitted or top-dose-only effect, or another doubt; inactive = no such curve, though single readings can be large; an effect the other way counts as inactive or inconclusive. Potency is read from the fitted curve at half-maximal effect.

no.	APE1 inh	POLH inh	JMJD2A Tudor	G9a block	POLK inh	POLI inh	BLM helicase inh	BAZ2B block	Pol beta inh	molecule
1	-4%	-11%	-18%	9%[59 µM]	-13%	14%	-11%	?	1%	COc1ccc(/C=C2\CCCC3C2=NN(C(=O)c2scnc2C)C3c2ccc(OC)cc2)cc1 (stereo not given)
2	34%	-13%	10%	35µM*	5%	-15%	-4%	-6%	34%	Cc1cccc2c1cnn2C(=O)Nc1ccc(Br)cc1F
3	8%	-5%	-3%	-4%	-7%	18%	4%	10%	10%	CC(C)Cc1nnc(NC(=O)CSc2nc(-c3ccccc3)cc(=O)[nH]2)s1
4	30%	-3%	-9%	27%[2.33 µM]	-4%	4%	-3%	9%	3%	Fc1ccc(F)c(CNc2ncnc3cc(Cl)ccc23)c1
5	7%	0%	-21%	-8%[59 µM]	-12%	8%	-5%	-30%	-27%	C=CCn1c(=N)n(CC(O)c2ccco2)c2ccccc21 (stereo not given)
6	7%	-10%	3%	.	0%	107%[activator]	-3%	-8%	42%	O=C(Nc1cc(C(F)(F)F)ccc1F)C1CCCC1
7	26%	-17%	11%	-3%	3%[60.1 µM]	-14%	-2%	0%	-1%	CCCn1nnnc1COc1ccc(C(N)=O)cc1
8	9%	-7%	-19%	6%	-3%	74%[activator]	-3%	-2%	2%	CCCCOc1cccc(C(=O)N(Cc2ccccc2)C2CCS(=O)(=O)C2)c1 (stereo not given)
9	-8%	-20%	-10%	.	-9%	23%	-5%	-15%	-1%	O=C(Nc1ccc(Cl)cc1)c1cccc(OC(=S)N2CCOCC2)c1
10	14%	-3%	-3%	.	-14%	16%	-1%	-8%	22%	COC(=O)N/N=C/c1ccc(OC(=O)c2ccco2)c(OC)c1
11	-12%	-14%	-1%	.	4%	44%[activator]	-4%	-8%	33%	COc1ccc(CCC(=O)NC2CCCCC2)cc1
12	?	-14%	-24%	4%[59 µM]	-27%	-15%	-2%	-3%	-9%	COc1ccc(OC)c(NC(=O)c2nnn(Cc3ccc(Br)cc3F)c2N)c1
13	-3%	-1%	-8%	-28%[59 µM]	-10%	3%	0%	-3%	3%	COc1ccc(Oc2nc(Oc3ccc(OC)cc3)nc(Oc3ccc(OC)cc3)n2)cc1
14	-4%	-11%	-11%	?	7%	-2%	-1%	-2%	-2%	COc1ccc(-n2nc(C(=O)NCc3ccco3)c3c4ccccc4n(C)c3c2=O)cc1Cl
15	6%	-18%	8%	4%	2%	100%[activator]	-1%	-32%	17%	Cc1nc2ccccc2c(=O)n1NC(=O)C1CC1

Continuation:
no.	APE1 inh	POLH inh	JMJD2A Tudor	G9a block	POLK inh	POLI inh	BLM helicase inh	BAZ2B block	Pol beta inh	molecule
16	-1%	-1%	25µM*	.	-14%	-12%	.	.	.	C#CCOCCOCCOCCNc1nc(N2CCN(C(=O)[C@H](CC(N)=O)n3cc([C@@H](N)C(C)C)nn3)CC2)nc(N2CCN(C(=O)[C@H](CC(N)=O)n3cc([C@@H](N)C(C)C)nn3)CC2)n1
17	-8%	5%	-17%	7%	-4%	?	-5%	5%	11%	CC(C)[C@@H](C(=O)NCC1CCC(C(=O)O)CC1)n1nnc2ccccc2c1=O (stereo not given in full)
18	7%	-7%	-13%	10%	-25%	98%[activator]	-7%	-23%	11%	COc1cc(C(=O)Nc2ccccc2N2CCCCC2)cc(OC)c1OC
19	5%	-5%	-5%	-13%[59 µM]	-7%	1%	-4%	-8%	-3%	Cc1cc(-c2csc(NC(=O)c3cccc(S(=O)(=O)N(C)C)c3)n2)c(C)n1-c1ccccc1
20	-2%	-16%	45µM*	45µM*	-18%	-7%	-10%	32µM*	1%	CCc1cccc(CC)c1NC(=S)NCCc1c(C)[nH]c2ccccc12
21	5%	-9%	4%	.	-14%	?	.	.	.	COC(=O)[C@]1(Cc2ccccc2)N[C@H](CN(C)C(=O)c2ccc(F)cc2)[C@@H]2C(=O)N(C)C(=O)[C@@H]21
22	4%	-9%	40µM*	14µM*	-8%	17%	-5%	50µM*	1%	C/C=C/c1ccc(OCCn2cncn2)c(OC)c1
23	-2%	-6%	-6%	81%[activator]	-10%	47%[activator]	2%	2%	25%	Cc1c(NC(=O)c2cccnc2Cl)c(=O)n(-c2ccccc2)n1C
24	2%	-4%	4%	-3%	-10%	28%	-5%	-6%	6%	CCOc1ccccc1C(=O)Nc1cccc(-c2nnc(-c3ccccc3)o2)c1
25	?	4%	?	?	-11%	?	-9%	-37%	?	CCOc1cc(N2CCOCC2)c(OCC)cc1NC(=O)CSc1cccc[n+]1[O-]
26	-4%	.	.	5%[0.501 µM]	-1%[60.1 µM]	.	2%	.	.	CN(C)c1ncnc2ccc(-c3cccnc3)cc12
27	3%	-3%	-8%	17%	-5%	-8%	-3%	2%	25%	O=C(Cn1cnc2ccccc2c1=O)c1ccc(Br)cc1
28	40%[activator]	-15%	29%	.	-9%	1%	.	.	.	O=C(COC(=O)C1CCCC1)Nc1cccc(Cl)c1Cl
29	-9%	?	-34%[11.4 µM]	-29%	-9%	4%	-1%	?	?	CCn1c(SCC(=O)Nc2nc3ccc(C)cc3s2)nc2c(c1=O)SC(C)C2 (stereo not given)
30	.	-21%	?	-43%[59 µM]	-39%	?	-12%	-12%[57.1 µM]	1%	CCOC(=O)c1ccc(NS(=O)(=O)c2ccc3[nH]c4c(c3c2)CCCCC4)cc1

Reprinted from the part before: 5 entries, then new ones.
no.	APE1 inh	POLH inh	JMJD2A Tudor	G9a block	POLK inh	POLI inh	BLM helicase inh	BAZ2B block	Pol beta inh	molecule
26	-4%	.	.	5%[0.501 µM]	-1%[60.1 µM]	.	2%	.	.	CN(C)c1ncnc2ccc(-c3cccnc3)cc12
27	3%	-3%	-8%	17%	-5%	-8%	-3%	2%	25%	O=C(Cn1cnc2ccccc2c1=O)c1ccc(Br)cc1
28	40%[activator]	-15%	29%	.	-9%	1%	.	.	.	O=C(COC(=O)C1CCCC1)Nc1cccc(Cl)c1Cl
29	-9%	?	-34%[11.4 µM]	-29%	-9%	4%	-1%	?	?	CCn1c(SCC(=O)Nc2nc3ccc(C)cc3s2)nc2c(c1=O)SC(C)C2 (stereo not given)
30	.	-21%	?	-43%[59 µM]	-39%	?	-12%	-12%[57.1 µM]	1%	CCOC(=O)c1ccc(NS(=O)(=O)c2ccc3[nH]c4c(c3c2)CCCCC4)cc1
31	5%	-14%	2%[11.4 µM]	1%	-7%	4%	-1%	6%	90%	CCOc1ccc(NC(=O)C(CC)NC(=O)c2ccccc2CO)cc1 (stereo not given)
32	3%	-9%	80%[activator]	20%	-5%	18%	-8%	45%[activator]	2%	COc1cc(CNC(C)c2ccccc2)cc(Br)c1OCc1ccccc1 (stereo not given)
33	-3%	-4%	-21%	-7%	4%	34%[activator]	-4%	8%	5%	O=C(COc1ccc(Br)cc1)N1CCN(S(=O)(=O)/C=C/c2ccccc2)CC1
34	?	-1%	-8%	25%[59 µM]	-2%	5%	1%	-1%	3%	Cn1ncc(Br)c1C(=O)Nc1ccc(Cl)cn1
35	8%	-4%	7%	-21%[59 µM]	-18%	20%	0%	-4%	3%	N#CCCC12CCCCC1=Nc1ccccc12 (stereo not given)
36	.	-25%	-8%[11.4 µM]	.	3%	15%	.	.	.	CCOCCn1c(CN2CCN(c3ccccc3)CC2)nc2c1c(=O)n(C)c(=O)n2C
37	.	-1%	2%	1%[59 µM]	-6%	9%	2%	-7%	-1%	CN1C(=O)C(C)(C)c2cc(S(=O)(=O)N3CCCC3C(=O)Nc3ccc(F)cc3)ccc21 (stereo not given)
38	14%	-17%	-22%	0%	-15%	59%[activator]	-3%	.	24%	Cc1cc(C)cc(NC(=O)NN2C(C)CCCC2C)c1 (stereo not given)
39	6%	-13%	5%	22%[0.501 µM]	-9%	21%	-8%	-4%	3%	COc1cccc(NC(=O)Nc2cc(C)ccc2F)c1
40	-1%	-13%	0%	?	-6%	22%	-6%	3%	9%	CCN(CC)c1nc2ccccc2nc1C(C#N)C(=O)NCCc1ccccc1 (stereo not given)
41	8%	-12%	-28%	56µM*	3%	121%[activator]	-6%	?	-25%	Cc1cccc(NC(=O)CN2C(=O)N/C(=C/c3cc(C)n(C)c3C)C2=O)c1
42	.	-15%	-7%	.	-1%	16%	.	.	.	COC(=O)C1=C[C@@H](C(=O)OC)[C@@H]2C3=C(C(=O)[C@@]2(C)NC(=O)c2ccccc2)[C@H](C)C(C(=O)OC)=C(C(=O)OC)[C@@H]3C1
43	7%	-20%	4%	.	-15%	-5%	-6%	2%	6%	CCCOC(=O)c1ccc(NC(=O)CC(C)(C)C)cc1
44	14%	10%	-14%	3%	7%	97%[activator]	-3%	0%	2%	COCCNC(=S)N1CCN(Cc2ccc3c(c2)OCO3)CC1
45	3%	-5%	-19%	45µM*	-11%	?	-5%	-17%	-25%	COc1cccc(/C=C2/C(=O)NN(c3ccc(F)cc3)C2=O)c1

(cont.)
no.	APE1 inh	POLH inh	JMJD2A Tudor	G9a block	POLK inh	POLI inh	BLM helicase inh	BAZ2B block	Pol beta inh	molecule
46	4%	.	.	-22%[2.33 µM]	-7%[60.1 µM]	.	-11%	.	.	CO[C@]1(NC(=O)C(C(=O)O)c2ccc(O)cc2)C(=O)N2C(C(=O)O)=C(CSc3nnnn3C)COC21 (stereo not given in full)
47	9%	-19%	7%	-47%	-13%	-13%	1%	-29%	-9%	O=C(c1sc2cccc(Cl)c2c1Cl)N1CCN(CCc2ccccn2)CC1
48	2%	-11%	18%	-28%[12.7 µM]	2%	3%	-2%	3%	-1%	O=S(=O)(NCC1CCCO1)c1cccc(C(F)(F)F)c1 (stereo not given)
49	2%	-1%	-13%	10%[59 µM]	-25%	8%	2%	7%	-14%	CC(=O)c1c(C)n(C)c2ccc(OC(=O)c3ccco3)cc12
50	8%	-15%	0%	8%	-2%	32%[activator]	.	5%	.	CC(NS(=O)(=O)c1cc2c3c(c1)CCC(=O)N3CCC2)c1ccccc1 (stereo not given)
51	-8%	-15%	-13%[11.4 µM]	3%[12.7 µM]	-11%	2%	-17%	17%	-24%	CC(C)=CCc1c(O)ccc(C(=O)Cc2ccccc2)c1O
52	-2%	-27%	3%	7%	-11%	27%	2%	-1%	-5%	Cn1cc(S(=O)(=O)NC(c2ccccc2)c2ccccc2)c(=O)n(C)c1=O

Only part of the results is shown (hit frequency here may not be typical).
